From PubChem
NRP1-CendR mod – modulators of CendR peptide binding to human neuropilin-1; FAM-RPARPAR peptide binding to NRP-1, fluorescence polarization; AID 602438; inhibition, % at 25 µM; actives 0.85% (n = 360,000); O14786;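 active = inhibition or corrected inhibition above about 18%, plus a signal ratio from 0.5 to 1.5, limit read from the data, passing the limit was not always enough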; also: strong numbers were not always called active
MT1-MMP act inh – inhibitors of human MT1-MMP activation. P50281. HT1080 RFP-PRO-GFP cells, GFP/RFP ratio fluorescence, overnight; percent of plate control window, DMSO zero. GFP/RFP ratio change, % at 20 µM. actives 0.061% (n = 360,000). AID 651647;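 active = GFP/RFP ratio change of at least 30% with cell ATP level not reduced by more than half and red fluorescence within 50% of control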; also: strong numbers were not always called active
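Test system: HT1080 cells expressing an RFP-PRO-GFP fluorescent reporter construct / Compound dosing: single-point 20 µM compound, 1% DMSO / Schedule: cells overnight before dosing, compound overnight, 37 °C, 5% CO2 / Evaluation: GFP/RFP fluorescence ratio / Control set: DMSO and RFP-L50D-GFP cell wells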
bovine MsrA act – activates bovine MsrA enzyme; actives 0.3% (n = 360,000); AID 602163; purified bovine MsrA, absorbance read-out; activation, % at 10.6 µM; in the data active = activation above about 7.5%;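 also: 0% = vehicle and 100% = reference activator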
E coli Lon inh – E. coli protease La inhibition; AID 602123; inhibition, % at 7.94 µM; P0A9M0; purified E. coli Lon protease, fluorescence polarization; actives 0.42% (n = 360,000); in the data active = inhibition above about 13%, passing the limit was not always enough;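 also: 0% = enzyme with probe and DMSO and 100% = no enzyme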
FAS TE block – blocks the thioesterase domain of human fatty acid synthase | P49327 | recombinant FAS-TE, OMFH fluorogenic substrate, fluorescence endpoint | inhibition, % at 15 µM | actives 0.67% (n = 360,000) | AID 602261;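 active = compounds whose normalised, plate-corrected inhibition of enzyme fluorescence in the single-dose primary screen is 50% or more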;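 also: 0% = DMSO with enzyme and 100% = substrate without enzyme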
TbMetRS inhib – blocks T. brucei methionyl-tRNA synthetase activity; purified T. brucei MetRS, ATP depletion, Kinase-Glo luminescence; inhibition, % at 11.9 µM; actives 0.4% (n = 360,000); AID 624268;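 active = inhibition above a per-plate cutoff of the control wells' mean inhibition plus 3 SD, cut at about 5.5% in these data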;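 also: 0% = DMSO wells median and 100% = median of wells with control inhibitor compound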
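Assay system: T. brucei methionyl-tRNA synthetase, purified | Medium: HEPES buffer with MgCl2, KCl, DTT, spermine, BSA, pyrophosphatase | Compound: 11.9 µM single point | Incubation: 15 min enzyme-compound preincubation, 2 h reaction, 10 min detection, 25 °C | Measured by: Kinase-Glo luciferase luminescence reporting remaining unconsumed ATP | Measure: % inhibition normalized to control-well medians | Replication: Singlicate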
MsrA inh – inhibits bovine methionine sulfoxide reductase A; inhibition, % at 15.5 µM; actives 0.75% (n = 360,000); purified bovine MsrA, absorbance read-out; in the data active = inhibition above about 4.5%;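 also: 0% = vehicle wells with enzyme and 100% = reference inhibitor wells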
PABP1 MLLE inh – blocks PAM2 peptide binding to the PABP1 MLLE domain | P11940 | GST-MLLE / FITC-PAM2 fluorescence polarization | inhibition, % at 20 µM | actives 0.36% (n = 360,000) | AID 588489; in the data active = inhibition above about 35%, passing the limit was not always enough;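 also: plate controls were DMSO wells with GST-MLLE for no effect and wells lacking GST-MLLE protein for full effect; some results filed as inactive read as strong as hits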
Target sequence (P11940 whole entry, looked up, the tested form may be a part): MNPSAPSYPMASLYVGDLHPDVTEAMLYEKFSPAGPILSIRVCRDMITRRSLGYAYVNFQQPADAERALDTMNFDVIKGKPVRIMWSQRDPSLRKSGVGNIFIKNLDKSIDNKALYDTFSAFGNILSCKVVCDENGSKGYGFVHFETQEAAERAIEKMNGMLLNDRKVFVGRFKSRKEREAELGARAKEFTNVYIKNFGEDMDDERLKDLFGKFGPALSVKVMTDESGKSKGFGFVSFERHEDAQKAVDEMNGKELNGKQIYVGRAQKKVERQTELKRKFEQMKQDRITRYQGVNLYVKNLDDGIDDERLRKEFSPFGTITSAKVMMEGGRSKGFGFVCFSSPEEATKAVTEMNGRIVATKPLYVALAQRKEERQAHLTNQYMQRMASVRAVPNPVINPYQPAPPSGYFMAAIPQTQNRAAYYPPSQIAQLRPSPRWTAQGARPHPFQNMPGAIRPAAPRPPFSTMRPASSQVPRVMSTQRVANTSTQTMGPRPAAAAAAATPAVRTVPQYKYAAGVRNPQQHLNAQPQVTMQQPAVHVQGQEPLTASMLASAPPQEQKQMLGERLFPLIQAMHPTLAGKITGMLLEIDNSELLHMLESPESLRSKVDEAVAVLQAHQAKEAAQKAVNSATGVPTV
SKN-1 inh – blocks SKN-1 activity in C. elegans | inhibition, % at 21.8 µM | C. elegans VP596 Pgst-4::GFP/RFP ratio, acrylamide-induced, 24 h | actives 0.49% (n = 360,000);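 active = interference check ratio from 0.5 to 1.5 plus GFP to RFP signal ratio inhibition reaching or exceeding a fixed threshold, cut at about 30% in these data, passing the limit was not always enough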; also: some compounds called inactive have numbers as strong as hits
Numbers without * were called inactive.

Start of the listing, in advance, two compounds:
Screening Cc1cc(C)c(NC(=O)CSc2nc(COc3ccccc3)nc3ccccc23)c(C)c1 returned NRP1-CendR mod -13, MT1-MMP act inh -1, bovine MsrA act 0, E coli Lon inh -2, FAS TE block 8, TbMetRS inhib -0.2, MsrA inh -0.3, PABP1 MLLE inh 28 and SKN-1 inh 8.
Screening C[C@]12CCC(=O)C=C1C=CC1C2CC[C@@]2(C)C1CC[C@@]21CCC(=O)O1 (stereo partly drawn) returned NRP1-CendR mod 4, MT1-MMP act inh 3, bovine MsrA act -1, E coli Lon inh -6, FAS TE block 2, TbMetRS inhib 0.1, MsrA inh 0.4, PABP1 MLLE inh 0 and SKN-1 inh 9.

The list itself, from the first entry:
Screening Cc1cc(C)c(NC(=O)CSc2nc(COc3ccccc3)nc3ccccc23)c(C)c1 returned NRP1-CendR mod -13, MT1-MMP act inh -1, bovine MsrA act 0, E coli Lon inh -2, FAS TE block 8, TbMetRS inhib -0.2, MsrA inh -0.3, PABP1 MLLE inh 28 and SKN-1 inh 8.
Screening C[C@]12CCC(=O)C=C1C=CC1C2CC[C@@]2(C)C1CC[C@@]21CCC(=O)O1 (stereo partly drawn) returned NRP1-CendR mod 4, MT1-MMP act inh 3, bovine MsrA act -1, E coli Lon inh -6, FAS TE block 2, TbMetRS inhib 0.1, MsrA inh 0.4, PABP1 MLLE inh 0 and SKN-1 inh 9.
`c1csc(-c2csc(-c3cccs3)n2)c1` gave NRP1-CendR mod 5, MT1-MMP act inh 6, bovine MsrA act -2, E coli Lon inh -3, FAS TE block 18, TbMetRS inhib -1.2, MsrA inh -0.4, PABP1 MLLE inh 9 and SKN-1 inh 93*.
Screening CC(C)c1onc(C(=O)NCCc2ccccc2)c1[N+](=O)[O-] returned NRP1-CendR mod 8, MT1-MMP act inh 4, bovine MsrA act 1, E coli Lon inh -7, FAS TE block 2, TbMetRS inhib -0.6, MsrA inh -0.2, PABP1 MLLE inh -2 and SKN-1 inh 5.
For Cc1csc(SCC(=O)NCc2cccc(Cl)c2)n1 the results were NRP1-CendR mod -13, MT1-MMP act inh -7, bovine MsrA act -2, E coli Lon inh 12, FAS TE block 2, TbMetRS inhib 1.0, MsrA inh -1.3, PABP1 MLLE inh 9 and SKN-1 inh 0.
CC(C)NC(=O)N(O)C1N(Cc2ccc3c(c2)OCO3)C(=S)SC1(C)C (stereo not drawn) was read as NRP1-CendR mod -10, MT1-MMP act inh -4, bovine MsrA act -1, E coli Lon inh -1, FAS TE block -52, TbMetRS inhib -1.1, MsrA inh -1.8, PABP1 MLLE inh -12 and SKN-1 inh 20.
Screening Cc1cc(Br)c2[nH]cc(CCNC(=O)c3ccco3)c2c1 returned NRP1-CendR mod 13, MT1-MMP act inh 0, bovine MsrA act 0, E coli Lon inh 2, FAS TE block 5, TbMetRS inhib -0.3, MsrA inh 0.8, PABP1 MLLE inh 6 and SKN-1 inh -9.
`O=C(NC1CCN(S(=O)(=O)c2ccc(Cl)cc2)CC1)c1cccnc1` gave NRP1-CendR mod 2, MT1-MMP act inh 1, bovine MsrA act -1, E coli Lon inh -4, FAS TE block -3, TbMetRS inhib -0.1, MsrA inh 0.5, PABP1 MLLE inh -2 and SKN-1 inh 10.
`N#Cc1c2c(c(-n3cnc4ccccc43)n3c1nc1ccccc13)CCC2` gave NRP1-CendR mod -18, MT1-MMP act inh -3, bovine MsrA act 2, E coli Lon inh -20, FAS TE block 6, TbMetRS inhib -0.3, MsrA inh -0.1, PABP1 MLLE inh -7 and SKN-1 inh 0.
Cc1ccnc(NC(=O)C2CCN(S(=O)(=O)c3ccc4c(c3)CC(C)N4C(=O)C3CCC3)CC2)c1 (stereo not drawn) was read as NRP1-CendR mod 7, MT1-MMP act inh -4, bovine MsrA act -2, E coli Lon inh -1, FAS TE block 11, TbMetRS inhib -0.5, MsrA inh -0.6, PABP1 MLLE inh -5 and SKN-1 inh 8.
Screening COCCNC(=O)C1(C)CCCN(C(=O)c2ccc(-c3ccccc3)cc2)C1 (stereo not drawn) returned NRP1-CendR mod 8, MT1-MMP act inh 4, bovine MsrA act -2, E coli Lon inh -2, FAS TE block -5, TbMetRS inhib -0.4, MsrA inh 1.9, PABP1 MLLE inh -8 and SKN-1 inh 17.
For C=CCc1ccc(OC)c(OC)c1 the results were NRP1-CendR mod -4, bovine MsrA act -12, E coli Lon inh -3, FAS TE block -10, TbMetRS inhib -2.9, MsrA inh 0.1, PABP1 MLLE inh -10 and SKN-1 inh 7.
CN(C)C(CNC(=O)c1ccc(NS(=O)(=O)c2cccc([N+](=O)[O-])c2)cc1)c1ccco1 (stereo not drawn) was read as NRP1-CendR mod 1, MT1-MMP act inh 1, bovine MsrA act -1, E coli Lon inh -5, FAS TE block -4, TbMetRS inhib -0.2, MsrA inh -0.7, PABP1 MLLE inh 5 and SKN-1 inh -8.
Screening COC(=O)NC1(C(F)(F)F)NC(=O)N(C2CCCCC2)C1=O (stereo not drawn) returned NRP1-CendR mod -4, MT1-MMP act inh 2, bovine MsrA act -12, E coli Lon inh 3, FAS TE block -10, TbMetRS inhib -1.9, MsrA inh 0.8, PABP1 MLLE inh 2 and SKN-1 inh -14.
C[C@H](NC(=O)c1nc[nH]c1C(=O)N[C@@H](Cc1ccccc1)C(=O)OCc1ccccc1)c1ccccc1 was read as NRP1-CendR mod 18, MT1-MMP act inh 0, bovine MsrA act -2, E coli Lon inh 6, FAS TE block 15, TbMetRS inhib -0.1, MsrA inh 0.2, PABP1 MLLE inh -1 and SKN-1 inh 7.
For CC(C)(C)C1CCc2onc(C(=O)Nc3cccc(O)c3)c2C1 (stereo not drawn) the results were NRP1-CendR mod 12, MT1-MMP act inh -1, bovine MsrA act 1, E coli Lon inh -3, FAS TE block 3, TbMetRS inhib -0.4, MsrA inh 1.5, PABP1 MLLE inh -2 and SKN-1 inh -1.
`CCc1cccc(NC(=O)C2CCCN(c3cnccn3)C2)c1` (stereo not drawn) gave NRP1-CendR mod 11, MT1-MMP act inh 4, bovine MsrA act -3, E coli Lon inh 0, FAS TE block -2, TbMetRS inhib 0.4, MsrA inh 0.3, PABP1 MLLE inh -6 and SKN-1 inh 3.
`COc1ccc(-c2c(C)nn3c(N)c(-c4ccccc4)cnc23)cc1OC` gave NRP1-CendR mod 9, MT1-MMP act inh -4, bovine MsrA act -2, E coli Lon inh 0, FAS TE block 10, TbMetRS inhib 0.1, MsrA inh 2.0, PABP1 MLLE inh 0 and SKN-1 inh -7.
Screening COc1ccc(CCNS(=O)(=O)c2cn(C)cn2)cc1OC returned NRP1-CendR mod 11, MT1-MMP act inh -1, bovine MsrA act -3, E coli Lon inh -3, FAS TE block -3, TbMetRS inhib -0.3, MsrA inh -0.7, PABP1 MLLE inh 5 and SKN-1 inh 2.
Screening CC(C)N(Cc1ccccc1)S(=O)(=O)c1ccc(Cl)nc1 returned NRP1-CendR mod -5, MT1-MMP act inh -6, bovine MsrA act -2, E coli Lon inh 2, FAS TE block 10, TbMetRS inhib -0.1, MsrA inh 0.8, PABP1 MLLE inh 6 and SKN-1 inh -23.
For CC1=C(C(=O)N2CCCC(N3CCN(c4cccc(C(F)(F)F)c4)CC3)C2)OCCO1 (stereo not drawn) the results were NRP1-CendR mod -5, MT1-MMP act inh 2, bovine MsrA act -6, E coli Lon inh -17, FAS TE block -2, TbMetRS inhib -0.1, MsrA inh -0.5, PABP1 MLLE inh -2 and SKN-1 inh 9.
Screening CCCN(C(=O)C1CCN(S(=O)(=O)c2ccc(OC)c(OC)c2)CC1)C1CCS(=O)(=O)C1 (stereo not drawn) returned NRP1-CendR mod -1, MT1-MMP act inh -3, bovine MsrA act -5, E coli Lon inh 4, FAS TE block -4, TbMetRS inhib -0.2, MsrA inh -0.3, PABP1 MLLE inh -10 and SKN-1 inh 13.
Screening N/C(=N/O)c1cccn1Cc1ccccc1[N+](=O)[O-] returned NRP1-CendR mod -4, MT1-MMP act inh -6, bovine MsrA act -4, E coli Lon inh -4, FAS TE block -8, TbMetRS inhib -0.2, MsrA inh 1.8, PABP1 MLLE inh 3 and SKN-1 inh -3.
For c1csc(Cc2nn3c(-c4n[nH]c5c4CCC5)nnc3s2)c1 the results were NRP1-CendR mod 7, MT1-MMP act inh -2, bovine MsrA act 0, E coli Lon inh -9, FAS TE block -9, TbMetRS inhib -1.2, MsrA inh -0.5, PABP1 MLLE inh -127 and SKN-1 inh 17.
`CCCC1S/C(=N/N=C/c2cccs2)NC1=O` (stereo not drawn) gave NRP1-CendR mod -6, MT1-MMP act inh -2, bovine MsrA act -6, E coli Lon inh -6, FAS TE block -2, TbMetRS inhib -1.2, MsrA inh 3.4, PABP1 MLLE inh -29 and SKN-1 inh 2.
For CC(C)CN1C(=O)c2ccc(NC(=O)c3cccs3)cc2C1=O the results were NRP1-CendR mod -2, MT1-MMP act inh 1, bovine MsrA act -5, E coli Lon inh -5, FAS TE block 3, TbMetRS inhib -0.8, MsrA inh 0.4, PABP1 MLLE inh 2 and SKN-1 inh 15.
C/C(=C\c1ccccc1)C(=O)NCCc1ccccc1 was read as NRP1-CendR mod 9, MT1-MMP act inh 2, bovine MsrA act -4, E coli Lon inh -4, FAS TE block -4, TbMetRS inhib -0.4, MsrA inh -1.1, PABP1 MLLE inh -6 and SKN-1 inh -18.
`Cc1cccc(CSc2nc3ccncc3n2CC(=O)Nc2cc(C)cc(C)c2)c1` gave NRP1-CendR mod -5, MT1-MMP act inh 5, bovine MsrA act 3, E coli Lon inh 0, FAS TE block -1, TbMetRS inhib 0.2, MsrA inh -0.5, PABP1 MLLE inh -9 and SKN-1 inh -2.
`O=C(CC1S/C(=N/N=C/c2ccco2)NC1=O)Nc1cccc(Cl)c1Cl` (stereo not drawn) gave NRP1-CendR mod 6, bovine MsrA act -13, E coli Lon inh -2, FAS TE block 3, TbMetRS inhib -0.9, MsrA inh 3.2, PABP1 MLLE inh 4 and SKN-1 inh 0.
For CCOC(=O)C1=C(COC(=O)Cc2c(F)cccc2Cl)NC(=O)NC1C (stereo not drawn) the results were NRP1-CendR mod 1, MT1-MMP act inh 5, bovine MsrA act -9, E coli Lon inh 24*, FAS TE block 1, TbMetRS inhib -0.5, MsrA inh 2.6, PABP1 MLLE inh -9 and SKN-1 inh -6.
C#CCCOC(=O)N1C2=NC(C(=O)OC)=C(C(=O)OC)[C@@H]3N(C)c4ccccc4[C@]23C[C@H]1CO was read as NRP1-CendR mod 26*, MT1-MMP act inh 2, bovine MsrA act -1, E coli Lon inh 1, FAS TE block 2, TbMetRS inhib -0.4, MsrA inh -0.1, PABP1 MLLE inh -2 and SKN-1 inh 8.
Screening COc1ccccc1C(=O)OCC(=O)Nc1ccc(Cl)cn1 returned NRP1-CendR mod 0, MT1-MMP act inh -1, bovine MsrA act -1, E coli Lon inh -1, FAS TE block 7, TbMetRS inhib -1.1, MsrA inh -0.4, PABP1 MLLE inh -5 and SKN-1 inh 3.
For Cc1ccc(C(=O)NCc2ccc(Cl)c(Cl)c2)o1 the results were NRP1-CendR mod -3, MT1-MMP act inh -6, bovine MsrA act -1, E coli Lon inh -4, FAS TE block 8, TbMetRS inhib 1.5, MsrA inh -0.9, PABP1 MLLE inh 4 and SKN-1 inh 11.
Screening C/C(=N\NC(=O)c1ccc2c(c1)OCO2)c1ccco1 returned NRP1-CendR mod 1, MT1-MMP act inh -4, bovine MsrA act -2, E coli Lon inh -14, FAS TE block -3, TbMetRS inhib -0.3, MsrA inh -0.3, PABP1 MLLE inh 5 and SKN-1 inh 10.

Not a hit list; about 4% have a hit in one of these screens.
